# CFTR F508del cor: F508del CFTR correction, initial screen, CFBE line, single point. CFBE cells, YFP halide quenching; stimulated with forskolin plus potentiator P3; % fluorescence drop versus neutral controls. activity (quench increase), % at 7.58 µM. hit rate 0.36% among 350,000. AID 720511, 2013;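 active = mean added fluorescence quench of at least 8% versus neutral control, with both replicates also reaching 8%; inconclusive = only one of the mean or replicate conditions met; inactive = mean below 8% and not both replicates reaching 8%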;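 note: cells transiently co-express mutant CFTR-F508del with the halide-sensitive YFP; corrector assay measuring rescue of mutant channel to the surface after 24 h compound exposure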
# PAX8 reporter: inhibitors of PAX8-driven TPO luciferase reporter, primary screen, RMG-I cells, single concentration; AID 652154, 2013; hit rate 1.2% among 360,000; SteadyGlo, 24 h; inhibition, % at 12.6 µM;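 active = mean replicate inhibition at least 60% with every replicate also reaching 60%; inconclusive = only one of the two criteria is met; inactive = mean below 60% and not all replicates reaching 60%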;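 note: luciferase light reporting Pax8 driven TPO promoter activity; plate controls were median of neutral control wells for no effect and mitoxantrone controls for full effect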
# DENV2 CPE rescue: inhibitors of DENV2 cytopathic effect, primary screen, cell-based, plate reader, single concentration; DENV2-infected cells, cytopathic effect rescue; CPE inhibition, % at 9.99 µM; hit rate 1.7% among 350,000; in the data active = CPE inhibition above about 20%, passing the limit was not always enough; inconclusive = no clear call, values can overlap the other calls; tested in BHK-21 cells;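 note: 0% = median of neutral control wells and 100% = median of positive control wells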
# INS-1E GSIS act: GLuc luminescence reporter in INS-1E cells, primary screen for activators of glucose-dependent secretion of insulin | activation, % at 16.6 µM | hit rate 0.61% among 370,000 | AID 743287, 2014 | INS-1E GLuc reporter insulin secretion, 2-3 h;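 active = lowest replicate activation of at least 40%, so every replicate reaches that level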;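 note: 0% = median of neutral control wells and 100% = median of IBMX positive control wells; some compounds called inactive have numbers as strong as hits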
# miR-122 sensor: miR-122 Renilla sensor signal increase in Huh7, primary screen, miR-122 inhibitor project, cell-based, single point, plate reader; Huh7 miR-122 Renilla luciferase sensor, 48 h; neutral wells = 0, positive control = 100; activation (reporter increase), % at 12.5 µM; hit rate 0.3% among 340,000; AID 602342, 2012;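 active = mean replicate activation score at least 90 and every replicate individually at or above 90; inconclusive = only one of the two criteria met; inactive = neither criterion met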;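 note: higher luciferase means less miR-122 activity so hits act as miR-122 inhibitors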
# EWS-Fli inh: EWS/Fli-driven NR0B1 reporter inhibitors, primary screen, A673 cells, NR0B1 luciferase, luminescence, MLPCN library | viability-normalised | inhibition, % at 12.6 µM | hit rate 0.67% among 350,000 | AID 651661, 2012;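 active = mean inhibition of at least 50% after viability correction, with every replicate also passing that limit; inconclusive = mean reaches 50% but only one of two replicates passes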;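 note: firefly luciferase signal divided by Alamar Blue viability fluorescence both relative to DMSO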
# FN deposition inh: inhibitors of fibronectin matrix deposition, primary screen, AH1F cells, Alexa488-fibronectin fluorescence, plate reader; AID 743247, 2014; hit rate 0.086% among 350,000; AH1F fibroblasts, overnight; inhibition, % at 12.6 µM;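 active = mean inhibition across replicates of 30% or more, regardless of how many single replicates reach that level; inconclusive = mean under 30% yet at least half of replicates reach 30%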;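 note: positive control wells lacked labelled fibronectin entirely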
#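 material = AH1F fibroblast monolayer depositing Alexa488-labelled fibronectin into matrix | amount = 10000 AH1F cells/well | buffer or medium = DMEM plus 2% serum, read in PBS | incubation = 1 h cell adhesion before compound, then overnight fibronectin incubation | detection = fluorescence at 485 nm excitation, 525 nm emission | evaluation = percent inhibition as loss of matrix-bound fibronectin fluorescence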
# Active calls of the source: *; ? = inconclusive; . = not tested or not shown; [ ] = another dose, or the depositor's remark.
structure	CFTR F508del cor	PAX8 reporter	DENV2 CPE rescue	INS-1E GSIS act	miR-122 sensor	EWS-Fli inh	FN deposition inh
O=C(COc1ccc(F)cc1)Nc1nc(-c2ccccn2)cs1	3.3	33	16	18	-5	22	6
CC(C)n1c(NCc2cc(Cl)ccc2O)nc2ccccc21	0.6	1	-3	.	-6	23	4
CN(Cc1ccccc1)C(=O)CSc1nnc(-c2ccco2)n1-c1ccccc1	-3.3	.	2	2	0	5	.
Cc1oc(-c2ccccc2)cc1C(=O)Nc1cccc(/C=C/C(=O)O)c1	-2.1	-9	-6	-7	.	4	0
CC(=O)Nc1ccc(S(=O)(=O)c2ccc(N)cc2)cc1N	3.8	-2	-1	32	.	0	0
COc1cccc(NC(=O)C2CC2)c1	-1.1	-15	.	3	-3	-12	6
C[C@H](NC(=O)c1nc[nH]c1C(=O)NCc1ccc(CNC(=O)OC(C)(C)C)cc1)c1ccccc1	3.3	-11	-7	.	-4	-1	-2
COc1cccc(/C=C2\SC(=S)N(CCC(=O)NC3C=CS(=O)(=O)C3)C2=O)c1 (stereo not drawn)	1.3	28	0	.	3	-19	-13
Cc1cc(C)c2sc(N(CCCN(C)C)C(=O)COc3ccc(Cl)cc3)nc2c1	-1.1	4	?	-26	-7	6	7
Cn1c(=O)c2nc(NCc3ccccc3)cnc2n(C)c1=O	-2.2	.	6	5	-3	6	.
Cc1ccccc1CN1CCN(Cc2cc(=O)c3ccccc3[nH]2)CC1CCO (stereo not drawn)	1.1	2	9	3	-8	20	0
CN(c1ccccc1C(=O)Nc1ccc2c(c1)OCO2)S(C)(=O)=O	.	.	.	8	4	.	11

# Continued; it opens with the two that closed the last part.
structure	CFTR F508del cor	PAX8 reporter	DENV2 CPE rescue	INS-1E GSIS act	miR-122 sensor	EWS-Fli inh	FN deposition inh
Cc1ccccc1CN1CCN(Cc2cc(=O)c3ccccc3[nH]2)CC1CCO (stereo not drawn)	1.1	2	9	3	-8	20	0
CN(c1ccccc1C(=O)Nc1ccc2c(c1)OCO2)S(C)(=O)=O	.	.	.	8	4	.	11
CCCCNC(=O)C1c2ccccc2OCC(=O)N1Cc1ccccc1 (stereo not drawn)	-2.1	14	-6	8	.	-3	4
CC(C)C1Nc2ccc(C(=O)N3CCN(c4ccccn4)CC3)cc2NC1=O (stereo not drawn)	-3.5	-10	-2	13	-3	-7	-2
C/C(=N\Nc1ccc2nncn2n1)c1cccs1	1.1	-8	?	12	-3	-27	2
CCN1CCN(S(=O)(=O)c2ccc(Cl)c(C(=O)N(C)Cc3cccc(Cl)c3Cl)c2)CC1	0.5	6	-7	-21	-8	18	1
O=C(CSC(=S)N1CCCCC1)Nc1ncc2c(n1)CCCC2=O	-33	0	-5	11	.	-7	-5
CCN(CC)S(=O)(=O)c1cc(NC(=O)CSc2nccn2C)ccc1C	3.9	-25	4	-29	.	-22	5
O=C(Nc1ccc(S(=O)(=O)Nc2ncccn2)cc1)C12CC3CC(CC(Cl)(C3)C1)C2	4.1	12	-1	-7	-4	11	1
COc1ccc(S(=O)(=O)Nc2ccc3c(c2)C(=O)N([C@H](C)CO)C[C@H](C)[C@@H](CN(C)CC2CC2)O3)cc1	-1.2	-18	0	11	.	.	2
CCCCOC(=O)Nc1ccc(S(=O)(=O)Nc2ncccn2)cc1	-4.0	2	.	12	-2	3	-3
CCOC(=O)C1CCN(C(=O)CCc2nnc3ccc(NCc4ccco4)nn23)CC1	0.4	-1	-4	22	-1	.	13
COc1cccc(S(=O)(=O)N(C)C[C@@H]2Oc3ncc(C#Cc4ccc(C(F)(F)F)cc4)cc3C(=O)N([C@H](C)CO)C[C@@H]2C)c1	-0.2	.	-2	1	-24[16.7 µM]	21	9
CCOCCCNC(=O)C(NC(=O)c1ccc(=O)[nH]c1)c1ccc(C)cc1 (stereo not drawn)	2.8	-6	6	-2	0	-2	-1

# More records follow.
structure	CFTR F508del cor	PAX8 reporter	DENV2 CPE rescue	INS-1E GSIS act	miR-122 sensor	EWS-Fli inh	FN deposition inh
O=C(Nc1ccc(Cl)cc1)N1C[C@H]2[C@@H](c3ccccc31)[C@H](CO)N2CC1CCCCC1	0.6	24	-7	-20	-32[16.7 µM]	2	1
COc1ccc(/C=C/C(=O)C2(O)CCCCC2)cc1OC	-1.4	44	-5	11	2	-4	3
CC(=O)c1ccc(OC(=O)C2CSC3(C)CCC(=O)N23)cc1 (stereo not drawn)	1.1	-3	-4	-7	2	-1	.
Nc1ccccc1Nc1ccncc1[N+](=O)[O-]	.	-9	.	0	-11	.	-9
Cc1nc(SCC(=O)OCc2ccccc2)c(C#N)c(-c2ccccc2)c1C(=O)Nc1ccccc1	.	-3	.	-19	9	.	-6
O=C(O)C(Cc1ccccc1)NC(=O)C(c1ccccc1)c1ccccc1 (stereo not drawn)	-3.4	-10	-3	1	.	9	5
COc1cc(OC)cc(C(=O)Nc2ccccc2-c2nnn(CC(N)=O)n2)c1	2.2	-24	-4	22	.	-7	-1
Cc1cccc(NS(=O)(=O)c2cc3c(cc2C)NC(=O)CO3)c1	-2.7	1	-1	6	107*	7	8
OC[C@H]1O[C@H](c2nc(-c3nc(-c4cccs4)no3)cs2)C[C@@H]1O	-0.7	-57	12	.	5	-14	11
O=C(CC1CC1)N1CC2(C1)[C@@H](c1ccccc1)[C@H](CO)N2C(=O)c1ccccn1	-0.2	.	-3	2	.	-5	-3
CCN(C(=O)CSc1nc(N)cc(N)n1)C1CCS(=O)(=O)C1 (stereo not drawn)	0.2	4	4	8	.	9	1
O=C(CSc1n[nH]c(=O)n1C1CC1)N1N=C(c2ccc(Cl)cc2)CC1c1ccco1 (stereo not drawn)	3.5	15	-1	-15	-2	6	4

# Following part:
structure	CFTR F508del cor	PAX8 reporter	DENV2 CPE rescue	INS-1E GSIS act	miR-122 sensor	EWS-Fli inh	FN deposition inh
CCC(=O)N1CCN(c2ccccc2NC(=S)NC(=O)c2ccco2)CC1	1.6	17	-3	9	.	.	2
S=c1[nH]ccn1-c1cccc(Cl)c1Cl	-0.5	-5	0	-2	.	0	-5
CCOc1ccc(N(CC(=O)NCCSc2ccccn2)S(=O)(=O)c2ccc(Cl)cc2)cc1	-4.8	18	-4	-30	.	13	15
CC1(C(=O)NS(=O)(=O)c2ccccc2Cl)CCN1C(=O)Cc1ccccc1Cl (stereo not drawn)	-1.5	7	1	-14	2	-5	.
COc1ccc(S(=O)(=O)Nc2ccc3c(c2)CC(=O)N([C@@H](C)CO)C[C@@H](C)[C@@H](CN(C)Cc2ccc(C(F)(F)F)cc2)O3)cc1	4.0	19	-3	-19	-9[16.7 µM]	9	-5
CCc1ccc(-n2c(C)cc(/C=N/NC(=O)OC)c2C)cc1	-1.8	23	5	-2	6	4	-4
CC1Sc2ccc(S(=O)(=O)CCC(=O)N3CCCCC3)cc2NC1=O (stereo not drawn)	0.7	7	-2	2	-3	3	2
N#Cc1ccc(-c2ccc([C@H]3[C@H](CO)N4C(=O)CN(C(=O)C5CCCC5)C[C@@H]34)cc2)cc1	-1.0	-17	5	-4	.	-4	-2
COc1ccccc1C(c1nnnn1CC1CCCO1)N1CCC(C(N)=O)CC1 (stereo not drawn)	.	-2	.	.	3	.	1
Cn1nnc2cc(NC(=O)N3CC4(C)CC3CC(C)(C)C4)ccc21 (stereo not drawn)	1.6	.	.	2	-6	-3	.
Cc1ccc(S(=O)(=O)Nc2cc(-c3ccccc3)nn2C)cc1Cl	0.1	10	4	12	6	9	-4
CC(=O)N1N=C(c2ccccc2)OC1c1cccnc1 (stereo not drawn)	1.5	-10	-9	3	1	-8	-12

# Remaining list, next part:
structure	CFTR F508del cor	PAX8 reporter	DENV2 CPE rescue	INS-1E GSIS act	miR-122 sensor	EWS-Fli inh	FN deposition inh
COc1cc(NS(=O)(=O)c2ccc(NC(=S)NC(=O)c3ccccc3)cc2)nc(OC)n1	0.9	-4	2	9	.	2	2
C[C@@H]1CN([C@H](C)CO)S(=O)(=O)c2ccc(-c3cncnc3)cc2O[C@H]1CN(C)C(=O)C1CCCCC1	-3.4	-4	7	0	.	4	-20
NCCCC(C(=O)O)N(C(=O)OCc1ccccc1)C(=O)OCc1ccccc1 (stereo not drawn)	0.2	-1	1	3	.	-13	8
Cc1ccc(/C=N/NC(=O)c2cc(C)oc2C)cc1	-0.9	-10	-1	.	6	-12	8
O=C(NCc1nc2ccccc2[nH]1)C1=C[C@@H](c2coc3ccccc3c2=O)C[C@@H](OCCCCO)O1	0.2	-7	82*	.	.	-15	.
COc1ccc(-c2cc(C(F)F)n3ncc(C(=O)N4CCN(C(=O)c5ccco5)CC4)c3n2)cc1	2.2	5	-14	10	-13	4	2
CCCn1c(SCC(=O)NC(C)c2ccccc2)n[nH]c1=O (stereo not drawn)	2.0	-12	.	7	-4	10	2
C[n+]1c(/C=C/c2ccc(O)cc2)ccc2ccccc21	-0.4	-83	0	-4	-1	-68	1
CC(=O)N1c2ccc(S(=O)(=O)N3CCCCC3)cc2CC1C(=O)Nc1ccc(C)cc1 (stereo not drawn)	-0.3	18	-4	-43	7	.	5
COC(=O)C1=C(C)N(CCCC(=O)O)C(=O)NC1c1ccc(OC)cc1 (stereo not drawn)	0.6	-16	3	2	-1	-3	-6
Clc1cccc(CSc2nnc(-c3c[nH]c4ccccc34)o2)c1	.	11	.	.	1	.	3
O=C1c2ccccc2-c2n[nH]c3cccc1c23	-3.1	-9	2	36	-8	-41	2

# Other compounds.
structure	CFTR F508del cor	PAX8 reporter	DENV2 CPE rescue	INS-1E GSIS act	miR-122 sensor	EWS-Fli inh	FN deposition inh
CCOc1ccccc1NC(=O)c1cc(-c2cc(OC)c(OC)c(OC)c2)nc2ccccc12	-2.5	47	0	-11	1	28	3
COc1ccc2c(c1)C(=O)CC(c1ccc3c(c1)OCCO3)O2 (stereo not drawn)	12*	-43	0	-4	10	-70	-1
CC(C)(C)n1nnnc1C(c1cccc(C#N)c1)N1CCN2CCCC2C1 (stereo not drawn)	.	.	.	9	-1	.	-1
COc1ccc(S(=O)(=O)N(C)CC(=O)NCCCN2CCOCC2)cc1Cl	0.5	-3	8	1	.	-3	4
C/C(=N\NC(=O)C1CC1)c1ccccc1Br	-0.6	7	-4	20	-3	.	2
CCOP(=O)(c1ccc(N(C)C)cc1)C(O)c1cc(OC)c(OC)c(OC)c1 (stereo not drawn)	.	5	.	.	1	.	0
Cc1ccc2c(c1C)NC(C(=O)O)C1CC=CC21 (stereo not drawn)	.	.	.	-3	-1	.	-8
C[C@H]1CN([C@@H](C)CO)C(=O)c2cc(NC(=O)Cc3ccccc3)ccc2O[C@@H]1CN(C)Cc1ccc(C(=O)O)cc1	-0.5	-35	?	7	-1[16.7 µM]	.	-2
Cc1ccc(S(=O)(=O)N(C)C[C@H]2Oc3ccc(NS(=O)(=O)c4cn(C)cn4)cc3C(=O)N([C@H](C)CO)C[C@@H]2C)cc1	-3.2	4	.	-8	0[16.7 µM]	6	.
CC1CN(S(=O)(=O)c2ccc(C(=O)NN3CCN(C)CC3)cc2)CC(C)O1 (stereo not drawn)	0.6	-7	0	4	.	-3	-4
O=C(NCCN1CCOCC1)C1(C(F)(F)F)C/C(=C\Cc2ccccc2)CCCO1 (stereo not drawn)	1.3	3	-3	-2	4	-9	-7
CCC(=O)N1CC(=O)N2[C@H](C1)[C@@H](c1ccc(-c3ccc(C#N)cc3)cc1)[C@@H]2CO	1.0	.	-11	20	.	-1	3
CC(C)CCN1CC(=O)N2Cc3[nH]c4ccccc4c3C[C@H]2C1=O	-1.8	-11	-3	24	3	1	7
